# Source: PubChem BioAssay (several laboratories)
# ERa coact inh: blocks coactivator binding to human estrogen receptor alpha; P03372; TR-FRET ER-alpha LBD / SRC-1 peptide, estradiol-bound; inhibition, % at 25.6 µM; actives 1.7% (n = 86,000); in the data active means inhibition above about 50%;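 further: 0% = receptor plus peptide control and 100% = peptide only without receptor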
# ERb coact inh: blocks coactivator binding to human estrogen receptor beta. Q92731. TR-FRET ER-beta LBD / SRC1-Cy5 peptide binding; receptor agonist-loaded with 1 µM estradiol. inhibition, % at 25.6 µM. actives 1.3% (n = 86,000). AID 633;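 active means compounds whose percent inhibition of the receptor-coactivator binding signal exceeds about 50% in the single-dose screen, limit read from the data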;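 further: 0% = receptor plus peptide wells without compound and 100% = peptide-only wells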
# Target sequence (Q92731 whole entry, looked up, the tested form may be a part): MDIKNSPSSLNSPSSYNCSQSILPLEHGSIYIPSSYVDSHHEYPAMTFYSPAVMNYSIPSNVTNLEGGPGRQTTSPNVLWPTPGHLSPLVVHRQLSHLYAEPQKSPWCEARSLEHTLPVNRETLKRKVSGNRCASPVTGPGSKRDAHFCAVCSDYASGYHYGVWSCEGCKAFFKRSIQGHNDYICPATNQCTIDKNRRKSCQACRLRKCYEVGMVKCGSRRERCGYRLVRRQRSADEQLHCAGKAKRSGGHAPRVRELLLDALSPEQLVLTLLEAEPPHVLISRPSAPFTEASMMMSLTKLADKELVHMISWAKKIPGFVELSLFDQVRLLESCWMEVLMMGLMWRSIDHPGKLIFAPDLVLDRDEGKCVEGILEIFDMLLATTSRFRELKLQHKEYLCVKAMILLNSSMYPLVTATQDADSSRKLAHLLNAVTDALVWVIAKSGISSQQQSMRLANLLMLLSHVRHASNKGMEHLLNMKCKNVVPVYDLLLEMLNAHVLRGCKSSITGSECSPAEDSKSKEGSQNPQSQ
# Fibroblast inh: blocks proliferation of human lung fibroblasts; LL 47 human lung fibroblast viability, ATP luminescence; hits give low values; viability, % at 10 µM; actives 1.1% (n = 85,000);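 active means viability at or below 50% in the single dose screen; inactive means viability above 50%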;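 further: compound exposure lasted 72 h before the ATP readout; 100% = median luminescence of untreated cell-only wells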
#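 material = human LL 47 lung fibroblast cells | dosing = compounds added from tenfold dosing solution, 0.1% DMSO final | timing = overnight cell rest, 72 h compound treatment at 37 °C | measured by = CellTiter-Glo luminescence measuring cellular ATP | evaluation = % viability versus median cells-only luminescence | control set = cell-only wells, no compound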
# Smad3 FoxH1 inh: Smad3 (human) transcription factor binding inhibition. P84022. TR-FRET Smad3/Dy647-FoxH1 peptide binding, europium anti-His. inhibition, % at 25 µM. actives 0.29% (n = 88,000). AID 630;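 active means compounds that reduce the energy-transfer binding signal between the protein and its labelled peptide by more than half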;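 further: 0% = Smad3 plus labelled peptide maximal FRET and 100% = peptide-only background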
# Target sequence (P84022 whole entry, looked up): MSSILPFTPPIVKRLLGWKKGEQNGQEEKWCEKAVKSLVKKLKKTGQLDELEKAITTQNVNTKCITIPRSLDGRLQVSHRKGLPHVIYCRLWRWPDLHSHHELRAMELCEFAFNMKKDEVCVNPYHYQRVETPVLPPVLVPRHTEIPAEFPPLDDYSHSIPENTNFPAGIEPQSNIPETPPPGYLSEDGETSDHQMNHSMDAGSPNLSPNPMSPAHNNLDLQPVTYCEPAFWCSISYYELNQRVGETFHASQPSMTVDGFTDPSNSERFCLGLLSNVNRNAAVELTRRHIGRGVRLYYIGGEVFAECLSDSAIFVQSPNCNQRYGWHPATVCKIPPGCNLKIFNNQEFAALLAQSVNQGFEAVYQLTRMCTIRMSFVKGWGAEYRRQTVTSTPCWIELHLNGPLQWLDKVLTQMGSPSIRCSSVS
# sEH act: increases human soluble epoxide hydrolase activity; P34913; purified human sEH enzymatic activity, activator screen; activation, % at 2 µM; actives 0.04% (n = 91,000); in the data active means activation above about 37%; further: values of inactives mirror those of a sister screen read the other way
# H69AR growth 86K: blocks growth of human H69AR lung tumor cells; AID 598; viability, % at 10 µM; H69AR lung tumor viability, ATP luminescence, 72 h; hits give low values; actives 6% (n = 85,000);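 active means viability at or below 40%; inactive means viability above 40%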;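 further: multidrug resistant small cell line overexpressing MRP-1 efflux transporter; 100% = mean luminescence of untreated control wells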
# ERa coact pot: enhances coactivator binding to human estrogen receptor alpha; TR-FRET ERalpha-LBD/SRC-Cy5 coactivator binding, 2 h; 100 = basal binding, no effect; coactivator binding (% of control), % at 25.6 µM; actives 1.3% (n = 86,000); AID 639; P03372; in the data active means activity above about 200%;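 further: binding measured in presence of low estradiol as agonist stimulus; 0% = peptide alone without receptor and 100% = receptor with peptide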
# HUVEC inhibit: blocks proliferation of human endothelial cells; HUVEC proliferation, CellTiter-Glo luminescence, 72 h; hits give low values; viability, % at 10 µM (by protocol); actives 1.1% (n = 86,000);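 active means viability at or below 30%; inactive means viability above 30%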;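 further: 100% = median luminescence of DMSO-only cell control wells on each plate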
# Candida biofilm: kills Candida albicans biofilms; actives 0.14% (n = 85,000); C. albicans biofilm + clotrimazole, Alamar Blue; inhibition, % at 6 µM;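 active means inhibition above 20%; inactive means inhibition below 20%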;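 further: preformed 24 hr biofilms exposed to compound for 48 hr; 0% = biofilm without compound and 100% = blank killed by clotrimazole plus chlorhexidine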
# Numbers without * were called inactive; x = no result given; [ ] = dose if it differs, or a comment.
SMILES,ERa coact inh,ERb coact inh,Fibroblast inh,Smad3 FoxH1 inh,sEH act,H69AR growth 86K,ERa coact pot,HUVEC inhibit,Candida biofilm
Cn1c(SCC(=O)OC2CCCCC2)nnc1-c1ccc(S(=O)(=O)N2CCCC2)cc1,0.3[fluorescence artefact?],1.8,103.6,15.3,x,98.2,95.3,95.8,3.6
Cc1cc(CNC(=O)Nc2ccc3c(c2)OCO3)nn1C,0.7,-7.2[fluorescence artefact?],98.8,-6.2,-24.1,117.7,114.7,98.9,2.3
CC1CCN(CCCNC(=O)CN2CCN(Cc3ccc(Cl)cc3)C2=O)CC1,-2.2,-10.7,97.9,4.0,x,92.3,106.1,107.4,7.6
O=C(Nc1ccccc1[N+](=O)[O-])C1=C(O)CCn2c1nc1ccccc12,63.0*,48.7,93.6,50.5*,-2.0,61.8,146.7,89.3,3.7
CCN(Cc1cc2ccccc2[nH]c1=O)S(=O)(=O)c1ccccc1,9.9,5.4,94.3,13.5,3.3,76.9,104.0,91.8,8.5
COc1ccccc1NS(=O)(=O)c1cccc(C(=O)OCC(=O)Nc2cc(C)on2)c1,0.9,-5.1,106.1,0.8,-8.5,94.1,92.7,96.8,3.2
CCC(c1nnnn1CCc1ccccc1)N(Cc1ccco1)Cc1cc2c(C)ccc(C)c2[nH]c1=O (stereo not drawn),1.1,13.2,86.6,-0.4,-1.0,24.3*,95.8,78.4,8.7
O=S(=O)(c1ccc2ccccc2c1)N1CCCCC1,-2.6,-3.5[fluorescence artefact?],87.4,10.3,-6.4,96.9,115.4,87.7,2.8
CC(C)OC(=O)C(C#N)c1nc2ccccc2nc1N1CCCC1 (stereo not drawn),-1.4,-4.1,99.8,0.0,x,80.5,83.4,88.1,8.2
CC(Sc1nc2ccccc2c(=O)[nH]1)C(=O)O (stereo not drawn),0.7,-7.2,102.4,2.0,-3.8,102.7,103.9,107.8,1.9
CCOc1ccc(C2C(C#N)=C(N)Oc3cc(C)n(CCN(C)C)c(=O)c32)cc1OCC (stereo not drawn),2.6,0.6,106.7,-2.0,-7.0,97.7,92.0,98.1,5.3
CN(NC(=O)C(C)(C)C)c1nc(-c2ccccc2)nnc1C(F)(F)F,1.9,-14.8,94.4,20.9,7.5,64.2,101.0[fluorescence artefact?],76.2,8.9
CCOC(=O)c1c(NC(C)=O)sc2c(OC)c(Br)ccc12,-2.3,-29.3,94.3,2.2,3.5,37.5*,106.5,79.6,6.7
O=C(CSc1nnc(-c2ccc(Cl)cc2)n1Cc1ccco1)Nc1ccc2c(c1)OCCO2,6.4[fluorescence artefact?],5.7,77.9,6.8,x,80.9,83.2,87.0,-0.2
COc1ccc(-c2nnn(CC(=O)N(Cc3cccs3)C(C)C(=O)NC3CCCC3)n2)cc1OC (stereo not drawn),-1.5,-1.7[fluorescence artefact?],91.9,4.2,22.2,105.4,92.8,91.0,4.7
CC1CCN(S(=O)(=O)c2cc(Br)cc(C(=O)NC3=NCCS3)c2)CC1,0.5,-2.3,87.4,6.5,5.5,93.3,82.9,110.9,x
CCOC(=O)N1CCN(C(=O)c2csc3c2CCCCC3)CC1,-20.5,-32.9[fluorescence artefact?],103.3,10.8,16.0,86.2,106.0,97.0,9.3
CC(=O)NCCc1csc(-c2ccccc2)n1,-28.1,-24.9[fluorescence artefact?],102.7,4.2,0.9,98.4,107.2,95.4,3.5
CCOc1nc(C#N)nc(N2CCCCC2)n1,-4.0,-7.8,95.5,-2.5,x,90.8,132.1,105.9,7.8
Cc1cccc(Cn2c(=O)c3c(nc4n3CCCN4Cc3ccccc3)n(C)c2=O)c1,-3.6,3.2,85.9,10.2[fluorescence artefact?],3.3,65.9,111.5,94.5,4.3
CCOC(=O)c1c(C)sc2c1N(C(=O)CCl)c1cc(Cl)ccc1S2,-0.9,-5.0,2.6*,1.1,1.2,0.7*,84.9,17.5*,6.5
O=C(NCCCNC1CCCCC1)c1ccc(/C=N/O)nc1,-6.1,-8.0,85.2,-4.8,5.7,82.9,128.8,96.8,4.3
COCCNC(=O)Cn1ncc2ccsc2c1=O,-2.6,-1.1,97.9,-5.6,5.4,86.8,109.7,101.8,10.5
Cc1ccccc1C(=O)Nc1c(C(=O)N2CCCC2)cnn1-c1ccccc1,-6.7,3.2,90.8,8.6,11.3,81.1,116.5,83.8,2.4
CCCCc1nnc(NC(=O)CSc2nc(C)cc(=O)[nH]2)s1,-2.2,27.8,101.2,11.3,5.3,92.2,101.8,95.0,-1.7
Cc1cc(NC(=O)CSc2n[nH]c(-c3cccs3)n2)no1,-1.4,0.4,100.0,-0.1,x,90.5,97.1,89.2,-5.2
Cc1ccc(NC(=O)CC(=O)NCCN2CCOCC2)cc1,7.0,5.1[fluorescence artefact?],103.5,8.1,-7.5,92.0,91.1,95.3,2.5
C=CCn1c(CNC(=O)c2cccs2)nnc1SCC(=O)Nc1ccc(C(=O)O)cc1,2.0,-2.2,110.1,7.6,-7.7,101.5,95.8,107.2,2.2
Cc1onc(-c2c(F)cccc2Cl)c1C(=O)Nc1sc2c(c1C(N)=O)CCC2,17.8,13.0[fluorescence artefact?],76.3,0.9,10.7,15.9*,162.7,69.8,1.3
COCCNC(=O)CCn1nc(-c2ccc(Cl)cc2)ccc1=O,3.2,-2.6,104.7,10.5,-4.9,90.3,132.4,89.8,6.7
CC(C)Nc1nc(-c2ccccc2)nc(-n2ccnc2)n1,-2.4,-5.0[fluorescence artefact?],77.5,0.7[fluorescence artefact?],-1.1,67.7,113.5,73.1,9.0
CC(=O)N1CCc2cc(Br)cc(S(=O)(=O)NCCCN3CCCC(C)C3)c21 (stereo not drawn),-2.0,9.7,105.7,3.6,-5.1,93.1,98.3,90.9,9.7
CCCS(=O)(=O)n1nc(-c2ccc(C)cc2)cc1N,-6.1,-3.8,99.1,6.9,-0.7,88.3,113.0,109.0,5.9
c1ccc(Cc2nn3c(-c4ccncc4)nnc3s2)cc1,-11.2,-22.2,94.0,16.3[fluorescence artefact?],1.4,54.0,81.5,87.7,4.3
O=C(c1ccc(S(=O)(=O)N2CCOCC2)cc1)N(Cc1ccco1)Cc1cccs1,2.9,-8.5,88.4,8.4[fluorescence artefact?],-9.4,91.1,117.7,103.8,5.1
CC(C)Oc1ccc(S(=O)(=O)N(C(C)C)C(C)C)cn1,-8.8,-8.8,95.8,13.9,7.3,86.5,99.8,103.0,6.5
O=S(=O)(Cc1ccccc1)N1CCc2ccccc21,-9.5[fluorescence artefact?],-8.9,96.5,4.7,5.0,27.6*,128.4[fluorescence artefact?],76.6,6.0
CN(C1CCCCC1)S(=O)(=O)c1ccc(S(=O)(=O)N2CCN(CCC#N)CC2)cc1,-8.0,53.8*,94.1,3.3,11.2,95.7,112.8,98.7,13.6
CCN(CC)CCn1c2ccc(Cl)cc2c2nc(C)sc21,-2.1,-0.3,88.1,-2.7,9.1,20.6*,94.0,87.5,5.2
CCC(=O)OC1(C#CCOc2ccc(OC)cc2)CCN(C)CC1,5.5[fluorescence artefact?],-0.9,101.6,6.1,-5.7,96.8,139.5,92.9,-1.0
COc1ccc(CCNC(=O)CCS(=O)(=O)c2cccc3nsnc23)cc1OC,8.4,0.8[fluorescence artefact?],101.8,8.5,x,97.0,115.1,91.6,0.5
Cc1ccc2c(c1)N(CCC(=O)NCC1CCCO1)C(=O)CO2 (stereo not drawn),1.2[fluorescence artefact?],0.5[fluorescence artefact?],92.9,3.2,-5.1,97.8,99.1,87.4,-1.4
O=C(NCc1ccccc1)c1ccc(/C=N/O)nc1,-3.5,-9.8,99.6,0.1,x,84.1,129.7,94.3,3.8
CC(C)NC(=O)c1ccccc1NC(=O)C1CCCO1 (stereo not drawn),-6.3,-24.4,101.2,-4.0,-20.8,94.6,117.9,101.5,2.8
COc1cccc(NC(C)C(=O)N2CC(C)OC(C)C2)c1 (stereo not drawn),3.1[fluorescence artefact?],-1.8,99.6,8.9,-5.6,85.6,119.6,104.5,0.6
CCOC(=O)c1c(NC(=O)c2noc3c2CCCC3)sc2c1CCCC2,-0.6,-8.6[fluorescence artefact?],95.1,3.9[fluorescence artefact?],x,95.1,117.8[fluorescence artefact?],91.4,4.9
CC(C)(CNc1ccc([N+](=O)[O-])cc1Cl)CNS(C)(=O)=O,1.1,-0.5,88.4,7.1,0.1,92.9,87.1,90.1,-0.5
CC(=O)C1=C(O)C(=O)N(Cc2ccccc2)C1c1cccs1 (stereo not drawn),21.8[fluorescence artefact?],25.3,101.3,5.4,x,108.4,68.9[fluorescence artefact?],104.0,9.0
O=c1c2[nH]c3ccccc3c2ncn1C1CCCCC1,2.8,-0.3,103.0,-0.5,3.3,54.6,107.4,89.6,4.2
O=C(O)c1cn(-c2ccccc2)nc1C(=O)O,2.1,-6.8,98.4,-2.3,0.8,82.6,114.0,86.7,0.3

# Some of the entries so far, bar-delimited:
smiles | ERa coact inh | ERb coact inh | Fibroblast inh | Smad3 FoxH1 inh | sEH act | H69AR growth 86K | ERa coact pot | HUVEC inhibit | Candida biofilm
COc1cccc(NC(C)C(=O)N2CC(C)OC(C)C2)c1 (stereo not drawn) | 3.1[fluorescence artefact?] | -1.8 | 99.6 | 8.9 | -5.6 | 85.6 | 119.6 | 104.5 | 0.6
CCOC(=O)c1c(NC(=O)c2noc3c2CCCC3)sc2c1CCCC2 | -0.6 | -8.6[fluorescence artefact?] | 95.1 | 3.9[fluorescence artefact?] | x | 95.1 | 117.8[fluorescence artefact?] | 91.4 | 4.9
CC(C)(CNc1ccc([N+](=O)[O-])cc1Cl)CNS(C)(=O)=O | 1.1 | -0.5 | 88.4 | 7.1 | 0.1 | 92.9 | 87.1 | 90.1 | -0.5
O=C(O)c1cn(-c2ccccc2)nc1C(=O)O | 2.1 | -6.8 | 98.4 | -2.3 | 0.8 | 82.6 | 114.0 | 86.7 | 0.3
CC(=O)C1=C(O)C(=O)N(Cc2ccccc2)C1c1cccs1 (stereo not drawn) | 21.8[fluorescence artefact?] | 25.3 | 101.3 | 5.4 | x | 108.4 | 68.9[fluorescence artefact?] | 104.0 | 9.0
O=C(NCc1ccccc1)c1ccc(/C=N/O)nc1 | -3.5 | -9.8 | 99.6 | 0.1 | x | 84.1 | 129.7 | 94.3 | 3.8

# The list continues.
SMILES,ERa coact inh,ERb coact inh,Fibroblast inh,Smad3 FoxH1 inh,sEH act,H69AR growth 86K,ERa coact pot,HUVEC inhibit,Candida biofilm
Cc1cc(C)nc(NC(=O)CSc2nc3ccccc3s2)n1,-2.0,-9.6,88.5,5.1,5.3,90.5,92.6,86.2,2.4
CCOC(=O)C1=C(c2ccccc2)N=C2SCC(=O)N2C1c1ccc(OC)c(OC)c1 (stereo not drawn),9.8,-3.9,100.5,-7.3,11.2,100.4,116.5,98.4,1.2
O=C1[C@@H]2[C@H](C(=O)N1O)[C@H]1C=C[C@@H]2C1,-10.3,-11.3,102.3,6.6,3.0,92.7,127.2,97.6,4.4
Cc1ccc(OC(=O)CCC(=O)OCCCC(F)(F)C(F)(F)F)cc1,5.2[fluorescence artefact?],0.4,97.7,10.3[fluorescence artefact?],7.4,93.1,109.9,89.1,6.9
O=C1NC2(CCCCC2)NN1c1ccccc1,-8.2,0.4,96.1,-0.2,6.9,96.5,116.4,72.6,6.2
CCOc1ccc(OCC)c(NC(=O)CSc2nc3c(c(=O)n(C)c(=O)n3C)n2CC)c1,6.6[fluorescence artefact?],-2.3[fluorescence artefact?],91.2,0.1,-6.8,60.3,101.3,80.5,5.1
O=C(CN1C(=O)c2ccccc2S1(=O)=O)NCCSc1ccccc1,-31.8,-19.7,97.6,0.7,-17.2,103.0,101.2,90.1,2.9
CCCCCCCCN=C1NC(=O)CS1,-4.6,-8.6,95.8,-2.4,6.2,100.6,102.8,71.1,7.0
CCCCNC(=O)c1ccc(S(=O)(=O)c2ccc(Cl)cc2)c(NC(C)=O)c1,8.7,-2.3,101.5,-8.2,5.9,92.6,96.9,104.2,2.9

# A portion of the library. The share of hits here may be higher or lower than overall.
